# Platelet DG rel = platelet dense granule release activity; inhibition, %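 (compounds screened at 7.5 µM in platelet-rich plasma)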; human platelet-rich plasma, SFLLRN dense granule ATP release, luminescence; 300,000 compounds, 0.22% hits;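 active = mean replicate score, as percent of positive control, at or above 50; inconclusive = mean below 50 but at least one replicate at or above 50; inactive = mean and every replicate below 50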
# AI-2 QS mod = modulates the Vibrio harveyi AI-2 quorum sensing system; 300,000 compounds, 0.4% hits; Vibrio harveyi JMH597 AI-2 luminescence/OD600 ratio, 9 h; stronger effect = lower value; strain lacks LuxN and CqsS sensors; 0 = neutral-control median; activity change, % at 7.5 µM; in the data active = activity change below about -75%, passing the limit was not always enough; inconclusive = no clear call, values can overlap the other calls;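 note: luminescence divided by OD600 gain over 9 h not by final OD600 alone; inactives centre near 13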
# HSF1 inhib = HSF1 inhibition; NIH3T3-HGL HSE-luciferase, MG132-induced, luminescence 8 h; stronger effect = lower value; activity change, negative = inhibition, % at 7.5 µM (by protocol); 300,000 compounds, 0.77% hits;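 active = more than half of replicate wells show activity change below -50%, luminescence cut by over half; inconclusive = some wells, but at most half, below -50%; inactive = no replicate well below -50%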;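 note: luciferase reports HSF-1 transcriptional activity via heat shock element; 0% = median of DMSO wells and -100% = zero luminescence signal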
# IEC-6 cytotox = IEC-6 cytotoxicity, counter-screen for KLF5 inhibitors | luminescence viability | inhibition, % at 5 µM | 290,000 compounds, 0.78% hits; in the data active = inhibition above about 22%;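 note: 0% = plate median of test compound wells and 100% = cytotoxic reference compound wells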
# HSF-1 act = increases HSF-1 driven luciferase reporter signal | NIH3T3-HGL HSF-1 luciferase reporter, MG132, 8 h; 100% = twice DMSO control signal | activation, % at 9 µM | 300,000 compounds, 1.7% hits | AID 504408;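 active = mean replicate activation of at least 50% with a set share of replicates each reaching 50%; inconclusive = only one of those two conditions met; inactive = mean below 50% and too few replicates reaching it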;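 note: 0% = median of the neutral control wells and 100% = twice that signal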
# HIF activator = HIF pathway transcriptional activation; U2OS HRE-luciferase reporter, luminescence; normalized: DMSO 0%, desferrioxamine 100%; activation, % at 7.5 µM (by protocol); 300,000 compounds, 0.32% hits;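 active = mean activation of at least 10% of the iron chelator positive control signal, with at least half of replicates also reaching 10%; inconclusive = mean and replicate majority disagree about reaching 10%; inactive = mean and most replicates under 10%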
# KLF5 inh = suppresses KLF5 promoter-driven expression. DLD-1 KLF5 promoter-luciferase reporter, luminescence. inhibition, % at 5 µM. 290,000 compounds, 0.23% hits. AID 1700;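 active = inhibition above a per-plate limit of that plate's mean compound inhibition plus 3 SD, cut at about 60% in these data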;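 note: 0% = DMSO wells and 100% = LY294002 at 200 µM; higher means less KLF5 promoter-driven luciferase light; inactives centre near -14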
# HSP90 inh = inhibitors of HSP90 luciferase refolding in rabbit reticulocyte lysate; luciferase refolding luminescence, 3 h; 290,000 compounds, 0.91% hits; inhibition, % at 5.6 µM;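 active = inhibition above the screen-wide mean plus 3 SD, computed separately per campaign, cut at about 16% in these data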;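 note: 0% = DMSO wells and 100% = 60 µM geldanamycin wells; inhibitors lower the luminescence because luciferase stays unfolded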
# aSyn UTR inh = 5' untranslated region of α-synuclein, MLPCN primary screen; 300,000 compounds, 0.82% hits; alpha-synuclein 5'UTR reporter, inhibitor activity; inhibition, % (tested at 7.5 µM); AID 1813; in the data active = inhibition above about 60%; inconclusive = no clear call, values can overlap the other calls;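 note: H4 neuroglioblastoma cells stably carrying SNCA 5'UTR luciferase fusion; 0% = DMSO wells and 100% = positive control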
# SKKanGAS inh = inhibitors of SKKanGAS S. pyogenes growth in kanamycin (SK-promoter or general growth effect); BacTiter-Glo, 6 h; inhibition, % at 7.5 µM; 300,000 compounds, 1.3% hits;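 active = mean replicate score, as percent of positive control median, at least 50; inconclusive = mean below 50 but one replicate at or above 50; inactive = mean and every replicate below 50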;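 note: strain carries kanamycin resistance gene driven by streptokinase promoter and grows in 40 µg/ml kanamycin; loss of luminescence reflects streptokinase promoter inhibition or plain growth inhibition; 0% = median of DMSO wells and 100% = positive control at its reference dose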
# * hit, by the source's call; ? = inconclusive; · = no result given.
SMILES,Platelet DG rel,AI-2 QS mod,HSF1 inhib,IEC-6 cytotox,HSF-1 act,HIF activator,KLF5 inh,HSP90 inh,aSyn UTR inh,SKKanGAS inh
CCCn1cnc2cc(NCc3ccccc3O)ccc21,12.5,15.7,-9.1,-4.2,-0.9,0.8,-65.9,-4.2,-46.2,3.1
COC(=O)c1[nH]c(C)c(/C(O)=C2\C(=O)C(=O)N(CCN3CCOCC3)C2c2ccccc2OC)c1C (stereo not given),2.9,3.5,-19.3,4.9,-3.7,-0.1,6.5,1.8,20.0,2.5
O=C(CN(c1ccc(F)cc1)S(=O)(=O)c1ccccc1)NC1CCCCCC1,1.4,21.9,0.6,-2.0,-1.3,-0.2,-3.1,1.7,-0.8,3.6
Cc1cccc(NC(=O)CNC(=O)c2ccco2)n1,3.0,13.3,0.5,·,5.1,0.3,·,·,-12.8,-5.5
O=C(CSc1nccn1-c1ncc(C(F)(F)F)cc1Cl)c1ccc(Cl)cc1,-1.3,-6.9,?,-4.7,-52.8,1.2,-6.6,-0.6,-127.1,2.5
COc1cccc(NC2=NCCCCC2)c1,-21.3,5.1,-3.1,8.1,3.8,0.2,0.2,-4.8,2.6,3.2
OC(CNC1CCCCC1)COCCOc1ccc(Br)cc1 (stereo not given),1.6,11.9,-13.0,3.6,-16.1,-0.5,18.1,4.5,-10.2,1.7
CC(=O)NC(Cc1ccccc1)Cc1ccccc1,1.0,9.5,6.8,-0.4,4.1,-1.0,-18.3,-0.1,10.1,-2.1
COc1ccc(C2NC3=C(CCCC3)C(C#N)(C#N)C2(C#N)C#N)cc1 (stereo not given),-27.8,30.3,7.9,-2.8,34.9,-0.3,-18.8,0.5,-61.0,4.4
CCCN(CC(=O)Nc1ccccc1C)C(=O)COc1c(Cl)cccc1Cl,-12.2,1.4,2.3,·,6.8,-0.1,·,·,-9.6,-3.7
Cc1ccccc1C(=O)N1CCC(C(=O)Nc2ccc(S(=O)(=O)N(C)C(C)C)cc2)CC1,-4.9,-7.2,3.2,-0.4,7.7,-0.7,8.3,0.9,-2.7,-5.1
Cc1cc(NC(=O)c2ccccc2NS(=O)(=O)c2c(C)c(C)cc(C)c2C)no1,-1.5,3.3,-5.7,-1.4,11.4,0.0,-22.8,1.1,6.7,26.4
Oc1c(C(Nc2nc3ccccc3s2)c2ccco2)ccc2cccnc12 (stereo not given),-1.9,20.1,-34.7,0.7,-23.0,31.3*,-6.8,1.6,65.8*,107.4*
O=C1C2C3c4ccccc4C(c4ccccc43)C2c2nc3ccccc3n21 (stereo not given),-1.7,21.0,14.3,0.1,12.6,-0.6,-9.9,0.9,2.3,2.1
COc1cccc(-c2ccc(C#N)c(SCC(=O)NCCc3ccc(Cl)cc3)n2)c1,37.2,17.6,-20.1,-6.4,-23.6,-0.1,-10.6,0.4,22.5,-1.2
Cc1[nH]n(-c2cccc(Cl)c2)c(=O)c1C=NCc1ccco1,-1.8,23.9,·,-0.4,·,2.5,-171.4,0.9,-133.9,-5.7
O=C(CCn1ccc2cc(S(=O)(=O)N3CCCC3)ccc21)NCc1ccccc1,2.3,21.0,4.3,-5.0,32.2,0.6,-29.0,-2.8,12.3,5.6
CCOCCCNCc1ccc(OCCC(C)C)c(OC)c1,-1.9,0.3,-0.7,1.9,-9.6,-0.6,-33.0,-3.9,-3.9,-2.7
O=C(N/N=C/c1ccoc1)c1ccccc1F,24.8,7.2,6.3,11.2,-0.4,1.6,-43.3,6.3,-20.3,6.7
Cc1nnc(SCC(=O)Nc2ccc(N3CCN(S(C)(=O)=O)CC3)cc2)o1,3.0,28.3,-4.4,-7.0,1.5,-0.6,-15.8,-4.2,-19.5,0.4
Fc1ccc2c(c1)C(c1ccncc1)=NNC(c1cccnc1)=N2,4.8,22.4,5.1,-1.2,-7.4,-0.1,3.5,-2.3,-15.6,4.1
CCN(CC)C(=O)Cn1cc(C(=O)C(=O)N2CCCc3ccccc32)c2ccccc21,·,-0.7,·,-4.3,·,·,-13.3,-5.2,·,·
CCc1ccc(-n2c(Cc3ccccc3)n[nH]c2=S)cc1,?,-5.3,11.0,-4.1,-11.5,-0.4,-20.6,-1.5,0.6,-14.8
CC(CNCC1CCCO1)COc1ccccc1 (stereo not given),-1.3,32.2,-2.1,-5.8,-9.2,-9.5,-16.6,-2.6,11.6,-1.5
Cc1cccc(N2C(=O)c3ccc(C(=O)Nc4ccccn4)cc3C2=O)c1,2.1,-2.4,0.5,-0.3,-0.6,-0.2,-9.8,-5.2,-1.4,-2.7
CCCOc1ccc(-c2c(C(=O)N/N=C(\C)COc3ccccc3)nnn2-c2nonc2N)cc1,-7.5,8.1,-3.0,4.9,2.3,-0.4,4.0,3.5,9.9,3.6
CN1C(=O)CC(N2CCN(C(=O)CN3CCCC3)CC2)C1=O (stereo not given),-11.8,24.2,-5.8,1.8,-2.4,-0.1,-23.1,1.7,19.8,7.8
COc1ccc(/C(N)=N/OC(=O)c2ccc(OC)c([N+](=O)[O-])c2)cc1OC,0.6,24.8,-2.4,2.0,3.6,-0.3,-5.0,1.1,-3.5,-1.8
COc1ccc(C(NCC(=O)Nc2c(C)cccc2C)c2ccccc2)cc1 (stereo not given),3.4,6.3,3.2,-3.5,20.8,-0.8,-23.0,-1.4,-3.7,10.7
Cc1cc(C)nc(SCC(=O)N2CCOCC2)n1,5.7,19.6,-2.4,-3.2,0.2,-0.4,-17.5,-1.1,1.4,1.2
COc1cc(C)c(NC(=O)C(=S)N2CCCC2)cc1C,1.5,22.7,-1.9,2.2,-11.6,0.1,-15.0,-4.4,-10.9,6.3
CCC1ON(c2ccccc2)C2c3nc4ccccc4n3CC12 (stereo not given),0.2,-3.2,-7.4,·,-19.3,-0.2,·,·,2.2,0.4
CCn1cc(/C=C(\NC(=O)c2ccccc2OC)C(=O)N2CCN(C)CC2)c2ccccc21,-3.4,-3.7,3.0,-4.5,6.2,0.0,1.2,-4.4,-3.8,4.2
Cc1cccc2cc(CN(CCN(C)C)C(=S)Nc3ccccc3)c(=O)[nH]c12,-6.1,15.1,-0.8,-0.1,-3.3,-0.1,-10.0,2.5,-0.4,4.0
COC(CNC(=O)c1cnn2c(C)c(Cc3ccccc3)c(C)nc12)OC,22.0,15.1,1.5,7.6,-18.7,0.3,26.9,1.5,19.0,-4.0
O=C(NCC(c1cccs1)N1CCOCC1)c1ccccc1NS(=O)(=O)c1ccc(Cl)cc1 (stereo not given),10.8,30.0,2.7,4.5,14.6,0.0,-20.9,2.8,9.2,-18.0
CC(=O)Nc1ccc(NC(=O)C(C)OC(=O)c2ccc(C)s2)cc1 (stereo not given),-1.8,14.3,-9.4,-0.9,-2.1,-0.2,-22.6,-3.1,-5.7,-2.6
CCCCc1ccc(-c2c(C#N)c(N)nc3c2CCCC3)s1,-11.3,14.9,-29.9,-2.7,-40.4,-2.3,-24.0,-3.9,39.1,6.6
C(=N\Nc1nc2ccccc2[nH]1)/C1CCCCC1,-5.1,7.5,5.2,7.1,-10.3,4.3,-68.4,13.9,-37.5,13.4
N#CC(C(=O)CCN1C(=O)C2CC=CCC2C1=O)c1nc2ccccc2[nH]1 (stereo not given),-1.7,·,-1.2,10.9,-3.5,0.0,-10.4,4.3,-9.0,-0.9
S=C(c1ccccc1)N(c1ccccc1)c1ccccc1,-3.8,0.3,-1.2,-5.9,1.5,-0.1,3.5,-1.2,-5.8,4.0
O=C(CSc1nc(O)c(C2CCCCC2)c(=O)[nH]1)Nc1ccc(Cl)cc1,3.2,18.8,9.9,-1.7,11.8,-0.1,-7.0,2.9,-21.5,5.3
Cc1cccc(N2CCN(S(=O)(=O)c3cccs3)CC2)c1C,-10.9,6.0,-10.3,-0.3,-22.8,0.3,1.6,1.0,2.8,-5.1
O=C(CN1CCOCC1)Nc1ncccn1,2.9,7.9,-8.8,0.2,1.6,-0.6,9.9,-2.6,-8.8,5.3
CC(C)CCNC(=O)CN(Cc1ccccc1)C(=O)CCC(=O)Nc1ccccn1,4.9,·,-7.4,6.9,18.3,-1.4,-3.9,5.4,-2.4,-7.2
O=C(NCc1n[nH]c(=S)n1-c1cccc(C(F)(F)F)c1)c1ccco1,-5.4,14.5,-12.9,3.7,-13.2,-0.3,-6.6,2.5,0.7,-1.7
COc1ccc(C2=NN(C(C)=O)C(c3ccccc3)C2)cc1 (stereo not given),-1.3,16.9,22.6,-1.7,21.6,3.1,-25.2,1.0,-63.9,5.3
Cc1ccc(C(=O)NC2(O)C(=O)c3ccccc3C2=O)cc1C,5.0,28.2,4.6,-0.5,-2.4,-0.5,-10.0,4.2,12.5,3.2
O=C(COc1ccc2c(-c3ccccc3)cc(=O)oc2c1)N[C@H](Cc1c[nH]c2ccccc12)C(=O)O,-0.3,20.1,4.3,-2.5,10.5,0.1,-31.0,-8.7,-2.8,4.3
CCC(CC)C1C(C#N)=C(N)Oc2n[nH]c(-c3ccccc3)c21 (stereo not given),-0.3,-2.3,10.5,-0.6,14.4,0.4,-6.7,17.6*,-2.3,-2.1
O=C(Cn1cnc([N+](=O)[O-])n1)N/N=C/c1cccc2ccccc12,6.2,8.8,4.9,3.1,16.3,-0.3,-17.0,-2.4,15.1,1.4
O=C(Nc1ccc(OCC(=O)N2CCOCC2)cc1)c1ccccc1Cl,-10.1,17.0,0.7,-4.3,-14.5,0.5,-24.9,13.2,-12.4,2.7
CC(C)N1CC(C(=O)O)CC1=O (stereo not given),0.5,13.6,-13.4,3.1,-21.6,-0.1,-21.7,1.5,10.9,-3.9
N=C1/C(=C\c2ccc(SCc3ccccc3)o2)C(=O)N=C2SC=NN12,7.4,7.0,8.4,-4.0,22.6,-0.1,-38.8,-4.6,-16.8,1.5
CCOC(=O)CN(c1ccccn1)S(=O)(=O)c1ccc(OC)cc1,-4.0,12.8,0.4,2.8,-5.1,0.2,-10.6,1.7,21.9,2.9
CCOC(=O)c1[nH]c(C)c(C(=O)N2CCc3ccccc32)c1C,-4.1,2.3,·,92.2*,·,0.5,77.0*,1.1,89.7*,-15.9

# Full records, quoted from the list. Order of screens: Platelet DG rel	AI-2 QS mod	HSF1 inhib	IEC-6 cytotox	HSF-1 act	HIF activator	KLF5 inh	HSP90 inh	aSyn UTR inh	SKKanGAS inh
# CC(C)N1CC(C(=O)O)CC1=O (stereo not given) across the screens: 0.5	13.6	-13.4	3.1	-21.6	-0.1	-21.7	1.5	10.9	-3.9
# COc1ccc(C(NCC(=O)Nc2c(C)cccc2C)c2ccccc2)cc1 (stereo not given) across the screens: 3.4	6.3	3.2	-3.5	20.8	-0.8	-23.0	-1.4	-3.7	10.7
# Cc1nnc(SCC(=O)Nc2ccc(N3CCN(S(C)(=O)=O)CC3)cc2)o1 across the screens: 3.0	28.3	-4.4	-7.0	1.5	-0.6	-15.8	-4.2	-19.5	0.4
